Screening results (PubChem BioAssay)
procasp7 counter – counter-screen: procaspase-7 (human) activation | recombinant procaspase-7, Ac-DEVD-pNA absorbance 405 nm; D23A/D198A/D206A triple mutant, cannot self-cleave; scale: DMSO 0, 5 µM enzyme 100 | activation, % at 8.5 µM | 330,000 tested, 0.093% active | AID 463210;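 active = percent activation above the screen-wide mean plus 3 SD, cut at about 25% in these data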
Target sequence (P55210 whole entry D23A/D198A/D206A): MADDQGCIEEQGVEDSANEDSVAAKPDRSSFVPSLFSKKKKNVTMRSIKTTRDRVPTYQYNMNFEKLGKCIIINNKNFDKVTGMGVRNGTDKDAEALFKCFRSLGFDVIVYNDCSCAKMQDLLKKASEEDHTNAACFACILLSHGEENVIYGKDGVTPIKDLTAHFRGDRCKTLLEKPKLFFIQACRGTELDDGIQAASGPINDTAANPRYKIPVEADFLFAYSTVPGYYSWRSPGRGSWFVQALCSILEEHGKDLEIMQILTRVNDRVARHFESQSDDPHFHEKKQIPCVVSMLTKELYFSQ
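Replicates: singlicate. Assay system: Procaspase-7 triple mutant (PC-7 D3A). Signal: 405 nm absorbance of p-nitroaniline. Times: 1 h preincubation, 2 h reaction. Buffer or medium: Zinc-free HEPES pH 7.4 with 300 mM NaCl, 0.01% Triton X-100. Also added: DEVD-pNA substrate. Benchmarks: DMSO wells as 0%, DMSO with 5 µM added PC-7 as 100%.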
PP1 inh – blocks human PP1-alpha phosphatase, a PP5 counter-screen; P62136; purified PP1alpha, OMFP fluorescence; inhibition, % at 6.7 µM; 320,000 tested, 0.9% active; AID 2235;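 active = inhibition above the mean inhibition of all tested compounds plus 3 SD, computed separately for each screening campaign, cut at about 15% in these data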
HCV core dimer – HCV core protein dimerization inhibition. TR-FRET GST/Flag-core106 dimerization, 1536-well. inhibition, % at 5 µM. 300,000 tested, 0.33% active;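 active = inhibition above the mean of all tested compounds plus 3 SD, set per screening campaign, cut at about 45% in these data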
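Assay system: Tagged HCV core106 pair (GST and Flag) | Buffer or medium: KF-containing HEPES buffer, pH 7.45, DTT, CHAPS, BSA | Also added: Eu donor and XL665 acceptor anti-tag antibodies | Dosing: One concentration, 5 µM, in 0.5% DMSO | Timing: 4 h at 22.5 °C | Technique: TR-FRET 671 and 617 nm emission | Repeats: Singlicate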
JMJD2C inh – human JMJD2C demethylase inhibition; inhibition, % at 2.35 µM; Q9H3R0; GST-JMJD2C(1-420) H3K9me3 demethylation, DELFIA europium; 330,000 tested, 0.069% active;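 active = more than half of a compound's replicate wells show inhibition beyond 50%, single wells judged on their own value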;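 also: signal counts dimethyl H3K9 product captured on neutravidin plate; 0% = median of DMSO wells and 100% = 0.3 times that DMSO median; strong numbers were not always called active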
PP5 primary – PP5 (human) phosphatase inhibition; P53041; purified PP5c, OMFP substrate fluorescence; inhibition, % at 6.7 µM; 320,000 tested, 0.18% active;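 active = inhibition above the campaign's mean inhibition across all tested compounds plus 3 SD, cut at about 9.5% in these data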;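 also: 0% = DMSO only and 100% = 100 µM cantharidin control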
Target sequence (P53041 whole entry, looked up): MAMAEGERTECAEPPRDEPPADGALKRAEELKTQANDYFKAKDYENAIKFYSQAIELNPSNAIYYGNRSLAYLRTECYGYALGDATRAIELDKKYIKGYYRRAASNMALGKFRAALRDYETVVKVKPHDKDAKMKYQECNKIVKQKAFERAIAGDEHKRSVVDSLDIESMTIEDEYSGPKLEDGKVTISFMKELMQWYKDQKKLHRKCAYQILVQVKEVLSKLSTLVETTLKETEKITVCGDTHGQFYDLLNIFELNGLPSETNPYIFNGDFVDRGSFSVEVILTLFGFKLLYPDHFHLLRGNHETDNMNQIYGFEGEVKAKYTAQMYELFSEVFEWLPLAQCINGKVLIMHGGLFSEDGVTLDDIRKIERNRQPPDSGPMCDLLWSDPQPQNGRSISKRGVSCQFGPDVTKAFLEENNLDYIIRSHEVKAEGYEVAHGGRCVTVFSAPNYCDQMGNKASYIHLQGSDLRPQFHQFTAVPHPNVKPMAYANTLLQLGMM
Fh CTSL1 inh – counter-screen for PFM18AAP inhibitors: inhibitors of F. hepatica cathepsin L1 | recombinant F. hepatica cathepsin L1, Z-Leu-Arg-MCA fluorescence | inhibition, % at 5.96 µM | 300,000 tested, 0.49% active | AID 1906;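 active = inhibition above the mean of all tested compounds plus 3 SD, set per screening campaign, cut at about 17% in these data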;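 also: 0% = plate median of test compound wells and 100% = 1 µM Z-Phe-Ala-diazomethylketone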
VLA-4 inh – inhibition in a human VLA-4 binding assay | VLA-4 expressing cells, ligand binding flow cytometry | inhibition, % (about 7 µM as worked out from the volumes in the protocol) | AID 2557 | 330,000 tested, 0.2% active | P13612; in the data active = inhibition above about 50%
proCasp3 act – activates human procaspase-3 | P42574 | recombinant procaspase-3 D3A, Ac-DEVD-pNA absorbance 405 nm | 330,000 tested, 0.11% active | activation, % at 8.5 µM;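 active = activation above the mean of all tested compounds plus 3 SD, cut at about 21% in these data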;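 also: 0% = DMSO alone and 100% = DMSO wells spiked with extra 5 µM PC-3 D3A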
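assay system = Procaspase-3 D3A mutant | signal = absorbance at 405 nm, 0 and 120 min | times = 1 h preincubation plus 2 h reaction at 25 °C | repeats = single replicate | read-out = % activation between DMSO and enzyme-spiked controls | medium = Zinc-free HEPES saline buffer with Triton X-100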
GRK2 inh – human GRK2 inhibition via aptamer displacement; P25098; bead flow cytometry, FAM-aptamer displacement from GRK2; inhibition of aptamer binding, % at 10 µM; 330,000 tested, 0.59% active; AID 488847;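 active = inhibition of aptamer binding above 40%, roughly 3 SD of noise, on plates passing a quality check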;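 also: median bead fluorescence of bound FAM aptamer so fluorescent compounds give negative values; no value below 0 was filed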
Numbers without * were called inactive.

Preview, 5 compounds:
`COc1ccccc1/C=N/NC(=O)CC(=O)NC1CCCCC1` gave procasp7 counter 6, PP1 inh -7, HCV core dimer 1, JMJD2C inh 10, PP5 primary -1.4, Fh CTSL1 inh 1, VLA-4 inh 5, proCasp3 act 2 and GRK2 inh 0.
For O=C(O)/C(=C\c1ccc2ccccc2c1)c1cccc2ccccc12 the results were procasp7 counter 1, PP1 inh 4, HCV core dimer 11, JMJD2C inh 2, PP5 primary 1.7, Fh CTSL1 inh 1, VLA-4 inh 11, proCasp3 act 12 and GRK2 inh 2.
Cc1nc2ccccn2c1C(=O)CSc1ccccc1 was read as procasp7 counter 8, PP1 inh 1, HCV core dimer -2, JMJD2C inh 15, PP5 primary 2.0, Fh CTSL1 inh 6, VLA-4 inh 0, proCasp3 act 16 and GRK2 inh 0.
NNC(=O)CN1C(=O)Nc2ccc(Cl)cc2C1c1ccccc1 (centres undefined) was read as procasp7 counter 4, PP1 inh 5, HCV core dimer 1, JMJD2C inh -22, PP5 primary 1.3, Fh CTSL1 inh 0, VLA-4 inh 9, proCasp3 act 2 and GRK2 inh 4.
Screening CCO[C@@H]1c2c(ccc3ccc(=O)oc23)OC(C)(C)[C@@H]1O returned procasp7 counter 2, PP1 inh 0, JMJD2C inh -2, PP5 primary 0.5, VLA-4 inh 0, proCasp3 act 5 and GRK2 inh 5.

The whole of this part, previewed entries included:
`COc1ccccc1/C=N/NC(=O)CC(=O)NC1CCCCC1` gave procasp7 counter 6, PP1 inh -7, HCV core dimer 1, JMJD2C inh 10, PP5 primary -1.4, Fh CTSL1 inh 1, VLA-4 inh 5, proCasp3 act 2 and GRK2 inh 0.
For O=C(O)/C(=C\c1ccc2ccccc2c1)c1cccc2ccccc12 the results were procasp7 counter 1, PP1 inh 4, HCV core dimer 11, JMJD2C inh 2, PP5 primary 1.7, Fh CTSL1 inh 1, VLA-4 inh 11, proCasp3 act 12 and GRK2 inh 2.
Cc1nc2ccccn2c1C(=O)CSc1ccccc1 was read as procasp7 counter 8, PP1 inh 1, HCV core dimer -2, JMJD2C inh 15, PP5 primary 2.0, Fh CTSL1 inh 6, VLA-4 inh 0, proCasp3 act 16 and GRK2 inh 0.
NNC(=O)CN1C(=O)Nc2ccc(Cl)cc2C1c1ccccc1 (centres undefined) was read as procasp7 counter 4, PP1 inh 5, HCV core dimer 1, JMJD2C inh -22, PP5 primary 1.3, Fh CTSL1 inh 0, VLA-4 inh 9, proCasp3 act 2 and GRK2 inh 4.
Screening CCO[C@@H]1c2c(ccc3ccc(=O)oc23)OC(C)(C)[C@@H]1O returned procasp7 counter 2, PP1 inh 0, JMJD2C inh -2, PP5 primary 0.5, VLA-4 inh 0, proCasp3 act 5 and GRK2 inh 5.
Cn1c(SC2C(=O)CC(C)(C)CC2=O)nnc1-c1ccco1 was read as procasp7 counter -10, PP1 inh -4, HCV core dimer 5, JMJD2C inh -3, PP5 primary 1.3, Fh CTSL1 inh -2, VLA-4 inh 0, proCasp3 act -4 and GRK2 inh 4.
CCn1nc(C)c(CN2CCCC(C(=O)c3cccc(OC(C)C)c3)C2)c1C (centres undefined) was read as procasp7 counter 8, PP1 inh 1, HCV core dimer 1, JMJD2C inh -2, PP5 primary 0.7, Fh CTSL1 inh -2, VLA-4 inh -4, proCasp3 act -8 and GRK2 inh 0.
For COc1cc(C(=S)N2CCOCC2)cc(OC)c1OS(=O)(=O)c1ccc(Cl)cc1 the results were procasp7 counter -27, PP1 inh -1, HCV core dimer 1, JMJD2C inh 5, PP5 primary 0.3, Fh CTSL1 inh -1, VLA-4 inh 13 and proCasp3 act -2.
For COc1ccc2oc(-c3ccccc3)c(C(=O)N(C)C)c2c1 the results were procasp7 counter -5, PP1 inh -2, HCV core dimer 2, JMJD2C inh -3, PP5 primary 3.9, Fh CTSL1 inh 0, VLA-4 inh -2, proCasp3 act 3 and GRK2 inh 0.
`O=C(Nc1ccc(N2CCCC2)cc1)c1ccc([N+](=O)[O-])cc1Cl` gave procasp7 counter -14, PP1 inh 2, HCV core dimer 15, JMJD2C inh -4, PP5 primary -8.3, Fh CTSL1 inh 3, VLA-4 inh 39, proCasp3 act -11 and GRK2 inh 0.
Screening COc1ccccc1NS(=O)(=O)c1cccc(NC(=O)c2sc3ccccc3c2Cl)c1 returned procasp7 counter 3, PP1 inh 6, HCV core dimer 22, JMJD2C inh 3, PP5 primary -1.6, Fh CTSL1 inh -12, VLA-4 inh 4, proCasp3 act 10 and GRK2 inh 3.
`O=S(=O)(c1ccc(NCc2ccccc2)cc1)N1CCOCC1` gave procasp7 counter 4, PP1 inh -3, HCV core dimer 5, JMJD2C inh 7, PP5 primary 2.5, Fh CTSL1 inh 3, VLA-4 inh 11, proCasp3 act 6 and GRK2 inh 2.
`COc1ccccc1-c1oc2ccccc2c1-c1ccccc1OC` gave procasp7 counter 5, JMJD2C inh 12, VLA-4 inh 6, proCasp3 act 10 and GRK2 inh 0.
For Cc1cc(C(=O)N2CCCC(Nc3ccc(F)cc3)C2)c(C)o1 (centres undefined) the results were procasp7 counter 2, PP1 inh 0, HCV core dimer 2, JMJD2C inh -2, PP5 primary 2.7, Fh CTSL1 inh 2, VLA-4 inh 11, proCasp3 act -2 and GRK2 inh 0.
For Cc1ccc(S(=O)(=O)Nc2nc3ccccc3nc2NCC2CCCO2)cc1C (centres undefined) the results were procasp7 counter 2, PP1 inh -1, HCV core dimer 4, JMJD2C inh -3, PP5 primary -1.8, Fh CTSL1 inh 2, VLA-4 inh 3, proCasp3 act 0 and GRK2 inh 13.
`N=c1c2c(ncn1CCCO)Oc1c(ccc3ccccc13)C2c1ccccc1` (centres undefined) gave procasp7 counter 9, PP1 inh 1, HCV core dimer -2, JMJD2C inh 2, PP5 primary 0.5, Fh CTSL1 inh -2, VLA-4 inh 3, proCasp3 act 12 and GRK2 inh 0.
For CC(C)(Oc1ccc(Cl)cc1)C(=O)NCC1CCCO1 (centres undefined) the results were procasp7 counter 0, PP1 inh -4, HCV core dimer 1, JMJD2C inh 0, PP5 primary 1.2, Fh CTSL1 inh 4, VLA-4 inh 7, proCasp3 act 8 and GRK2 inh 0.
Screening CCCOc1c(Br)cc(C2C3=C(CCCC3=O)N(C)C3=C2C(=O)CCC3)cc1OC returned procasp7 counter -1, PP1 inh -3, HCV core dimer 14, JMJD2C inh 3, PP5 primary 2.0, Fh CTSL1 inh 2, VLA-4 inh 7, proCasp3 act -3 and GRK2 inh 0.
Screening Cc1[nH]ccc(=O)c1OCc1c(F)cccc1Cl returned procasp7 counter -1, PP1 inh -3, HCV core dimer -1, JMJD2C inh -3, PP5 primary -1.7, Fh CTSL1 inh -3, VLA-4 inh 3, proCasp3 act 0 and GRK2 inh 4.
`O=C(CC1SC(=O)NC1=O)Oc1ccc(/C=N/NC(=O)c2ccccc2O)cc1` (centres undefined) gave procasp7 counter -15, PP1 inh -3, HCV core dimer -2, JMJD2C inh 18, PP5 primary -0.7, Fh CTSL1 inh -2, VLA-4 inh -7, proCasp3 act -2 and GRK2 inh 0.
Screening COc1ccc(OCC(=O)NC2CCCCCCC2)cc1 returned procasp7 counter 12, PP1 inh 7, HCV core dimer -13, JMJD2C inh 1, PP5 primary 2.5, Fh CTSL1 inh 3, VLA-4 inh -16, proCasp3 act 0 and GRK2 inh 1.
Screening O=C(Nc1ccc(Cl)cc1)[C@@H]1[C@@H]2C(=O)N(c3ccc4ccccc4c3)C(=O)[C@@H]2[C@H]2C=CC=NN21 returned procasp7 counter 2, PP1 inh 15*, HCV core dimer 60*, JMJD2C inh 2, PP5 primary 2.1, Fh CTSL1 inh 8, VLA-4 inh -9, proCasp3 act 6 and GRK2 inh 2.
`O=C(O)/C=C\c1cccc(-n2cnnn2)c1` gave procasp7 counter -14, PP1 inh -5, HCV core dimer 7, JMJD2C inh 3, PP5 primary -2.4, Fh CTSL1 inh 3, VLA-4 inh -2, proCasp3 act -2 and GRK2 inh 6.
Screening Cc1ccc(N(C(=O)c2csnn2)C(C(=O)NC(C)(C)C)c2cccnc2)cc1 (centres undefined) returned procasp7 counter 7, PP1 inh -9, HCV core dimer -2, JMJD2C inh -14, PP5 primary -0.6, Fh CTSL1 inh 5, VLA-4 inh -10, proCasp3 act -7 and GRK2 inh 0.
Screening CN(C(=O)c1ccccc1[N+](=O)[O-])c1ccccc1C(=O)NCc1ccccc1 returned procasp7 counter 7, PP1 inh -5, HCV core dimer 5, JMJD2C inh 29, PP5 primary 1.7, Fh CTSL1 inh -3, VLA-4 inh 4, proCasp3 act 8 and GRK2 inh 0.
COc1ccc2cc(-c3[nH]ncc3CN3CCCCO3)ccc2c1 was read as procasp7 counter -5, PP1 inh -3, HCV core dimer 9, JMJD2C inh 19, PP5 primary -2.3, Fh CTSL1 inh 1, VLA-4 inh -3, proCasp3 act 1 and GRK2 inh 0.
Screening COC(C(=O)Nc1ccc(C(C)=O)cc1)c1ccccc1 (centres undefined) returned procasp7 counter 10, PP1 inh 1, HCV core dimer -13, JMJD2C inh -1, PP5 primary 2.8, Fh CTSL1 inh -3, VLA-4 inh 4, proCasp3 act 4 and GRK2 inh 2.
Screening COCCN(C(=O)C1CCN(C(=O)c2ccccc2C)CC1)c1c(N)n(CC(C)C)c(=O)[nH]c1=O returned procasp7 counter 0, PP1 inh 0, JMJD2C inh 2, PP5 primary -0.7, VLA-4 inh 3, proCasp3 act 5 and GRK2 inh 0.
Screening CCc1cccc(CC)c1NC(=O)COC(=O)c1cccc(-c2ccc(OC(C)=O)cc2)c1 returned procasp7 counter 3, PP1 inh 5, HCV core dimer 3, JMJD2C inh 0, PP5 primary -0.9, Fh CTSL1 inh -1, VLA-4 inh -16, proCasp3 act 8 and GRK2 inh 100*.
For CO/N=C/c1cccn1-c1nccc(OC)c1C#N the results were procasp7 counter 1, PP1 inh 0, HCV core dimer 0, JMJD2C inh 11, PP5 primary 1.3, Fh CTSL1 inh -3, VLA-4 inh 0, proCasp3 act -3 and GRK2 inh 0.
`Cc1ccc(N2C(=O)SC(N(CC(=O)O)c3ccc(C)cc3)C2=O)cc1` (centres undefined) gave procasp7 counter -17, PP1 inh 2, HCV core dimer -2, JMJD2C inh -8, PP5 primary -1.0, Fh CTSL1 inh -3, VLA-4 inh 12, proCasp3 act -8 and GRK2 inh 0.
Screening NS(=O)(=O)c1ccc(CCNC(=O)/C=C/c2ccc([N+](=O)[O-])cc2)cc1 returned procasp7 counter 0, PP1 inh 2, HCV core dimer 7, JMJD2C inh -6, PP5 primary -0.8, Fh CTSL1 inh -3, VLA-4 inh -8, proCasp3 act -5 and GRK2 inh 0.
